M5 antag: human M5 muscarinic receptor antagonists, primary screen, CHO cells, Fluo-8 calcium fluorescence; Muscarinic acetylcholine receptor M5 (Homo sapiens), P08912; CHO-hM5 cells, ACh EC80; inhibition, % at 3 µM; actives 0.59% (n = 360,000); AID 624040, 2012;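 active means inhibition above a per-plate cutoff, the mean of that plate's test compounds plus 3 SD, cut at about 27% in these data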;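 further: 0% = acetylcholine EC80 with DMSO and 100% = DMSO without agonist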
Target sequence (P08912 whole entry, looked up): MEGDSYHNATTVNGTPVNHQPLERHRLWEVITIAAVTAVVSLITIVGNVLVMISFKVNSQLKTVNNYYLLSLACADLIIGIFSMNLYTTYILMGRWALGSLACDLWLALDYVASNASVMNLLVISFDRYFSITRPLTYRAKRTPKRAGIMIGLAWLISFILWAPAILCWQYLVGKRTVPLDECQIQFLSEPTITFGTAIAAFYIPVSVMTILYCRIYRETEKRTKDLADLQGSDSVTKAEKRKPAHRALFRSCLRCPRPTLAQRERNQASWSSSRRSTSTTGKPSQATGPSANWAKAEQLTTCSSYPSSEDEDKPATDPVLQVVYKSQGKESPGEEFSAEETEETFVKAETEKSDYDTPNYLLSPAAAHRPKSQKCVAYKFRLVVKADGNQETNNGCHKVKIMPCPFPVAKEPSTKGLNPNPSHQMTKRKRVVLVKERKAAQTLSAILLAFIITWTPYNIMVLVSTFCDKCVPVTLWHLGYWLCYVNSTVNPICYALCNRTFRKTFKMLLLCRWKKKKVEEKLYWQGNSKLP
M4 antag: human M4 muscarinic receptor antagonists, primary screen, CHO cells, Fluo-8 calcium fluorescence | Muscarinic acetylcholine receptor M4 (Homo sapiens), P08173 | CHO-hM4 cells, ACh EC80 | inhibition, % at 3 µM | actives 0.73% (n = 360,000) | AID 624125, 2012;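 active means inhibition above its plate's cutoff, the mean inhibition of sample wells plus 3 SD, cut at about 27% in these data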;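 further: 0% = acetylcholine EC80 with DMSO and 100% = DMSO without agonist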
CRFBP-R2 agonist: agonists of CRF-BP/CRF-R2 complex, primary screen, cell-based, HEK293, calcium dye fluorescence, uHTS. CRF-binding protein / CRF receptor 2 complex (human). calcium dye fluorescence (FLIPR); percent of saturating CRF peptide response. activation, % at 13.2 µM. actives 0.46% (n = 350,000);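 active means activation of at least 50%, plus an integration ratio under a set limit after plate pattern correction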;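 further: plate controls were neutral control wells without compound for no effect and CRF at EC100 for full effect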
CHRM4 agonist: human M4 muscarinic receptor agonists, primary screen, CHO-K1 cells, Fluo-8 calcium fluorescence | Muscarinic acetylcholine receptor M4 (Homo sapiens), P08173 | CHO-K1 hM4/Gqi5; vehicle 0%, full acetylcholine response 100% | activation, % at 3 µM | actives 0.14% (n = 360,000);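 active means activation above the run mean over all test wells plus 3 SD, cut at about 32% in these data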;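 further: peak over basal fluorescence ratio per well then scaled between controls; 0% = DMSO wells and 100% = acetylcholine at EC100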
CHRM1 PAM: human M1 muscarinic receptor positive allosteric modulators, primary screen, CHO-K1 cells, Fluo-8 calcium fluorescence, 1536-well | Muscarinic acetylcholine receptor M1 (Homo sapiens), P11229 | activation, % at 3 µM | actives 0.088% (n = 360,000) | CHO-K1 hM1, ACh EC20; 0% = ACh EC20, 100% = maximal ACh; in the data active means activation above about 19%, passing the limit was not always enough
Target sequence (P11229 whole entry, looked up): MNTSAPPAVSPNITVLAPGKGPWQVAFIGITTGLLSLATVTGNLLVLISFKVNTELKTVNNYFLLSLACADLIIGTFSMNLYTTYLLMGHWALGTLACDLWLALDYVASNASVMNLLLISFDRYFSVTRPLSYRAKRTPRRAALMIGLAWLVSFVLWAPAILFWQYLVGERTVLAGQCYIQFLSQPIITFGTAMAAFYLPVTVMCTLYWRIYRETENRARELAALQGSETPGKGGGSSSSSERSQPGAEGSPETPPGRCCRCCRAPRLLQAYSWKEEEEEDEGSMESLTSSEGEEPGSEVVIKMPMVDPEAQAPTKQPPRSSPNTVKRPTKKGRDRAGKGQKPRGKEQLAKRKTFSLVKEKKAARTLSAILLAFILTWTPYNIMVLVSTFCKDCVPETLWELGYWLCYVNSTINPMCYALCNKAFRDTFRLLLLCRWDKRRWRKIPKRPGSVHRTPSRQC
CHRM4 PAM: human M4 muscarinic receptor positive allosteric modulators, primary screen, CHO-K1 cells, Fluo-8 calcium fluorescence; actives 0.4% (n = 360,000); AID 624126, 2012; activation, % at 3 µM; CHO-K1 hM4/Gqi5, ACh EC20; 0% = ACh EC20, 100% = maximal ACh;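 active means activation above its plate's cutoff, the mean activation of sample wells plus 3 SD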; further: some results filed as inactive read as strong as hits
CHRM5 agonist: human M5 muscarinic receptor agonists, primary screen, CHO-K1 cells, Fluo-8 calcium fluorescence | Muscarinic acetylcholine receptor M5 (Homo sapiens), P08912 | CHO-K1 hM5 cells; 0% DMSO wells, 100% maximal acetylcholine response | activation, % at 3 µM | actives 0.19% (n = 360,000);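 active means activation above the run's mean over test compounds plus 3 SD, cut at about 23% in these data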;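 further: signal is peak over basal fluorescence ratio across the kinetic read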
M1 antag: human M1 muscarinic receptor antagonists, primary screen, CHO-K1 cells, Fluo-8 calcium fluorescence, 1536-well; Muscarinic acetylcholine receptor M1 (Homo sapiens), P11229; CHO-K1 hM1, ACh EC80 antagonist; inhibition, % at 3 µM; actives 1.3% (n = 360,000); AID 588852, 2011;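 active means percent inhibition above its own plate's cutoff, namely the mean of that plate's compound wells plus 3 SD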;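 further: peak over basal fluorescence ratio during 140 s after agonist addition; 0% = ACh EC80 plus DMSO and 100% = DMSO alone without agonist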
CHRM5 PAM: human M5 muscarinic receptor positive allosteric modulators, primary screen, CHO-K1 cells, Fluo-8 calcium fluorescence; Muscarinic acetylcholine receptor M5 (Homo sapiens), P08912; CHO-K1 hM5, ACh EC20 PAM; 0% = ACh EC20, 100% = ACh EC100; activation, % at 3 µM; actives 0.3% (n = 360,000); AID 624038, 2012;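 active means activation above the run cutoff, the mean activation of all test compounds plus 3 SD, cut at about 18% in these data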
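Probe or stimulus: acetylcholine, EC20 level; Assay system: human M5 receptor in CHO-K1 cells; Schedule: compound preincubation 140 s before EC20 acetylcholine addition; Technique: intracellular calcium via Fluo-8 fluorescence; Dosing: single-point, 3 µM nominal; Read-out basis: percent activation from peak-over-basal fluorescence ratio, scaled EC20-to-EC100 acetylcholine; Repeats: one well per compound, no replicates.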
* hit, by the source's call; . = no result given.

SMILES	M5 antag	M4 antag	CRFBP-R2 agonist	CHRM4 agonist	CHRM1 PAM	CHRM4 PAM	CHRM5 agonist	M1 antag	CHRM5 PAM
CC(C)C(=O)Nc1ccc(C(=O)CN2C(=O)NC3(CCOc4ccccc43)C2=O)cc1 (centres undefined)	6	-4	1.7	4	7	9	7	-4	3
Cc1ccc(-n2ncc(Cl)c2C(=O)NCc2ccccc2)cc1	7	-3	-1.2	2	7	-6	-5	-14	-1
COc1cccc(-c2nc(CS(=O)(=O)CC(=O)NCCCN3CCOCC3)c(C)o2)c1	-21	-5	1.6	2	5	4	0	-9	11
CCCN1CCc2c(sc(NC(=O)c3ccc(S(=O)(=O)N4CCN(C(=O)OCC)CC4)cc3)c2C(N)=O)C1	9	10	108*	2	8	-1	1	-4	3
C[C@@H](C(=O)NCCc1c[nH]c2ccccc12)[C@@H]1C[C@@]1(C)[C@@H](NC(=O)OCc1ccccc1)c1ccccc1	25	2	0.6	9	-8	-3	-1	18	-11
CNC(=S)N(Cc1ccc(OC)cc1)C1CC(=O)N(c2ccc(OC)cc2)C1=O (centres undefined)	-5	-2	2.3	6	-1	2	1	1	-2
Cc1ccc(CNC(=O)CSc2ncn[nH]2)cc1	-2	-2	0.2	0	16	2	-1	-11	1
O=C(COc1ccc(C(=O)c2ccccc2)cc1)Nc1ncccc1O	8	-3	1.4	10	1	-5	0	-5	-11
O=C(Nc1ccc(NC(=O)c2ccco2)c(Cl)c1)c1ccccc1	7	13	1.6	1	3	-11	-3	-2	-8
N#C/C(=C\c1ccncc1)c1nc2ccccc2c(=O)[nH]1	3	6	4.7	0	-10	1	0	2	-2
COc1ccc(CCNc2cn[nH]c(=O)c2Cl)cc1OC	-5	1	-1.8	1	1	-2	-1	-1	-7
OC(CCN1CCC2CCC(C2)C1)c1ccc(Br)cc1 (centres undefined)	4	37*	1.7	-1	-25	-13	-11	37*	-12
Cc1ccc(S(=O)(=O)N2CCCCC2)cc1NC(=O)c1ccc(Br)o1	6	0	-2.3	1	-2	-1	-1	-1	-2
CC(NC(=O)C(Cc1ccccc1)n1cccc1)c1ccccc1 (centres undefined)	-9	-3	1.6	0	4	-10	-6	-6	4
CN(C)c1ccc(/C=C2\Oc3ccc(C#Cc4cccc(N)c4)cc3C2=O)cc1	33*	14	80*	96*	-18	-21	67*	35*	-27
O=C(NCC(O)c1ccccc1)c1ccccc1 (centres undefined)	3	-14	-1.6	1	8	-4	3	-11	-2
Nc1[nH]c(=S)nc2nc(-c3ccccc3)c(-c3ccccc3)nc12	11	-11	-0.3	2	1	9	-5	-8	6
O=C(O)CSc1cccc2cccc(C(=O)O)c12	-4	-6	0.9	1	7	8	1	-11	-2
CCc1cccc(C)c1NC(=O)CN(C)Cc1ccccc1F	-5	-7	-1.2	0	1	8	-2	4	-1
COc1cc(/C=C2/SC(=O)N(CC(=O)N3CCCC3)C2=O)ccc1Oc1ccc([N+](=O)[O-])cn1	4	0	-0.2	2	7	6	0	-14	0
COc1cc(CNC(=O)C2CC2)ccc1OCc1ccccc1	-1	-12	-0.9	3	9	3	0	-2	5
Cc1cccc(-n2c(C)cc(/C=C3\NC(=O)NC3=O)c2C)c1	17	-14	0.9	9	1	-16	4	2	-16
O=C(CNC(=O)C(c1ccccc1)c1ccccc1)N/N=C/c1cccnc1	5	5	-0.7	2	6	1	-6	-5	-7
Cc1ccc(OCC(=O)OCCN2C(=O)c3ccccc3C2=O)cc1C	-9	-4	-0.8	2	6	3	-4	-14	-4
COc1c(F)cc2[nH]c3c(c2c1F)CCNC3=O	5	2	-2.0	1	6	3	-2	-1	-1
CCCN(C(=O)COC(=O)c1[nH]c(C)c(C(=O)OC)c1C)c1c(N)n(Cc2ccccc2)c(=O)[nH]c1=O	3	-7	1.4	0	-1	3	-3	5	1
CCC(C)Nc1nc2c(c(=O)[nH]c(=O)n2C)n1CCC(C)C (centres undefined)	13	3	-0.2	0	4	0	2	-4	-5
O=C(Nc1cccc(C(=O)N2CCCCCC2)c1)c1ccco1	-10	-15	2.2	2	8	-3	-3	-23	-3
CCOc1ccccc1N1CN(CC)CNC1=S	-6	14	-1.1	1	14	-2	2	-13	4
Cc1ccc(Cl)cc1-c1cc(C(=O)NCc2cccc(Cl)c2)[nH]n1	-1	-13	.	3	-1	1	0	-3	-6
CCOC(=O)c1ccc(NC(=O)Cc2coc3cc4c(cc23)CCC4)cc1	3	-8	0.9	5	8	-1	2	-13	-10
S=C1N(c2ccccc2)CN(CCN2CCOCC2)CN1c1ccccc1	-6	-1	1.6	1	19	2	-1	-15	7
CCN(C(=O)CSc1nnc(C)n1Cc1ccccc1)C1CCS(=O)(=O)C1 (centres undefined)	-22	-16	4.6	1	2	7	-5	-7	11
CN(c1ccccc1)S(=O)(=O)c1cccc(C(=O)NCCc2c[nH]c3ccccc23)c1	11	8	-4.1	7	-9	-28	-5	20	-16
Cc1cccc(N2CCN(C(=O)CCC(=O)N3CC(C)Oc4ccc(C)cc43)CC2C)c1 (centres undefined)	3	101*	-0.4	12	-2	-19	2	-4	-8
Cc1nn(Cc2ccccc2Cl)c(C)c1C(=O)N1CCN(c2ccccc2)CC1	5	0	1.5	4	4	-6	3	3	-1
CC(C)(C)NC(=O)COC(=O)CCC(=O)c1ccc(F)cc1	4	-4	0.4	1	8	2	0	-6	7
Cc1ccc(-c2noc(-c3cccs3)n2)cc1	2	-9	0.4	1	-1	1	2	-4	-4
COc1cc(OC)c(S(=O)(=O)Nc2ccccc2NC(=O)CN2CCOCC2)cc1NC(C)=O	3	6	-2.9	1	0	-8	-2	7	2
COc1ccc2c(CN(C)c3ccccc3)cc(=O)oc2c1	-1	6	0.2	3	5	-4	-1	-9	0
COc1cccc(NC(=S)NCCCN2CCOCC2)c1	-6	-1	0.3	1	4	1	-1	1	0
CCOC(=O)c1c(N)sc2c1CCC(C)C2 (centres undefined)	1	-10	0.2	0	5	2	-3	-15	-1
CCOC(=O)CC1C(=O)NCCN1S(=O)(=O)c1ccc(OC)cc1 (centres undefined)	1	1	0.0	2	5	0	-3	1	1
COc1cc(OC)cc(C(=O)N[C@H](C(=O)NCc2ccco2)C(C)C)c1	14	-12	-1.1	0	9	9	-1	-18	-1
COc1ccc(C2=CSC3=NCCN23)cc1Br	5	-9	3.9	1	-2	2	-18	-6	-1
COC(=O)c1ccc(NC(=O)C(=O)N2CCN(C(=S)Nc3ccc(OC)cc3)CC2)cc1	-5	-2	-1.7	4	5	3	3	-14	-4
Cc1cccc(CCNC(=O)c2cc(S(=O)(=O)N3CCCCC3)c[nH]2)c1	-1	-8	1.1	7	3	2	6	-3	-8
CCC(/C=N/NC(=O)C(N)=O)CC	0	-11	-2.1	1	5	5	1	-4	-5
CN1CCN(C2Cc3cc(Cl)ccc3Sc3cc(F)ccc32)CC1 (centres undefined)	59*	94*	3.5	23	-26	-64	-18	99*	-32
O=C(CSc1nc(-c2ccccc2)cc(=O)[nH]1)Nc1ccc(F)c(F)c1	5	-22	-1.5	0	1	1	-3	-3	-3
Cc1onc(-c2ccccc2)c1C(=O)OCC(=O)Nc1ccc(OC(F)(F)F)cc1	9	13	24	5	-10	-8	0	14	-10
CC(=O)c1ccc(Cl)c(Cl)c1Cl	-4	-12	-2.6	2	12	11	3	-15	10
O=C(COC(=O)C1CC1)Nc1ccc(Oc2ccccc2)cc1	-7	-1	0.8	4	0	2	-4	8	7
Cc1cc(/C=C2\C(=N)N3C(SCc4ccccc4)=NSC3=NC2=O)c(C)n1Cc1ccccc1	12	-1	6.7	0	5	-1	0	-5	-6
CCCCC1CCC(C(=O)OC(C)C(=O)Nc2ccc(NC(C)=O)cc2)CC1 (centres undefined)	8	-8	-0.2	2	-2	-2	-4	8	-6
CSc1nc2ccccc2n1C(=O)NC1CCCCC1	-3	3	-1.6	2	4	1	0	-3	-1
Cc1cc(C)nc(SCCC(=O)Nc2ccccc2C)n1	1	-2	0.0	1	10	-1	2	-18	5
CCCCN(C)CCCNC(=O)c1cn(CC)c2ccc(S(=O)(=O)N3CCc4ccccc4C3)cc2c1=O	17	-4	0.6	1	-18	-12	-13	43*	-15
COc1ccc2[nH]c3c(=O)n(CCCCCC(=O)NCCC(C)C)c(=S)[nH]c3c2c1	1	0	-0.8	1	3	1	-1	5	1
CC1(O)CC2CC1C(C(=O)O)C2C(=O)O (centres undefined)	-5	0	-0.9	0	2	3	5	-14	0

3 structures from above, sorted by length of the SMILES, high to low:
SMILES	M5 antag	M4 antag	CRFBP-R2 agonist	CHRM4 agonist	CHRM1 PAM	CHRM4 PAM	CHRM5 agonist	M1 antag	CHRM5 PAM
COc1ccc2[nH]c3c(=O)n(CCCCCC(=O)NCCC(C)C)c(=S)[nH]c3c2c1	1	0	-0.8	1	3	1	-1	5	1
CCCCC1CCC(C(=O)OC(C)C(=O)Nc2ccc(NC(C)=O)cc2)CC1 (centres undefined)	8	-8	-0.2	2	-2	-2	-4	8	-6
CN1CCN(C2Cc3cc(Cl)ccc3Sc3cc(F)ccc32)CC1 (centres undefined)	59*	94*	3.5	23	-26	-64	-18	99*	-32

New compounds follow
SMILES	M5 antag	M4 antag	CRFBP-R2 agonist	CHRM4 agonist	CHRM1 PAM	CHRM4 PAM	CHRM5 agonist	M1 antag	CHRM5 PAM
COc1cc2c(cc1OC)C(c1cccc(OC)c1OC)CC(=O)N2 (centres undefined)	4	12	-1.2	1	9	-6	0	-2	-3
Cc1cc(C)cc(NC(=O)CN2C(=O)C3CC=CCC3C2=O)c1 (centres undefined)	3	4	0.0	0	2	0	1	-2	-1
O=C(COC(=O)c1cnccn1)NCc1ccccc1Cl	3	-2	-1.2	0	7	5	4	-7	2
COc1ccc(NC(=O)CSc2nnc(-c3ccc(F)cc3)o2)cn1	4	19	-0.1	0	-8	-2	-2	14	1
CC(=O)NC1(C(F)(F)F)N=C2SCCN2C1=O (centres undefined)	5	1	-1.2	1	4	13	0	0	-1
N=c1c2c(n(Cc3ccc(Br)cc3)c3c1CCC3)CCCC2	-2	0	-0.4	0	-25	-7	-10	26*	-4
COc1ccc(-c2nc(CSCC(=O)NCC3CCCO3)c(C)o2)cc1OC (centres undefined)	-4	6	-1.1	1	12	7	0	-7	2
COCCN(C(=O)CSc1nc2ccccc2s1)c1c(N)n(Cc2ccccc2)c(=O)[nH]c1=O	3	3	13	2	4	1	1	-1	3
O=C(COc1ccc(F)cc1)Nc1ccc(S(=O)(=O)Nc2ncccn2)cc1	1	-6	-1.1	2	8	2	2	-7	-4
O=c1[nH]c2cc(Cl)c(Br)cc2o1	13	-15	6.0	6	3	5	2	-7	-6
COc1cccc(-c2cc(C(F)(F)F)n3nc(C(=O)N4CCCCC4c4cccnc4)cc3n2)c1 (centres undefined)	9	-9	-3.1	8	2	-7	-3	-2	-9

Assay outcomes as filed in PubChem.

Rows were taken by chance, and some 2.8% of all compounds hit somewhere here.
